# Screens (PubChem BioAssay)
# GLP-1R agonist: GLP-1 receptor (human) agonism. P43220. HEK293 GLP-1R CRE-luciferase, luminescence, 4-6 h; cells express a hypersensitive GLP-1R form. Potency, µM (titrated, usually from 45.6 µM), inactives show at the top dose activation, actives largely listed as activators. actives 0.007% (n = 380,000); note: potency is the fitted concentration of half-maximal effect; % of control where 0% means no effect
# Target sequence (P43220 whole entry, looked up): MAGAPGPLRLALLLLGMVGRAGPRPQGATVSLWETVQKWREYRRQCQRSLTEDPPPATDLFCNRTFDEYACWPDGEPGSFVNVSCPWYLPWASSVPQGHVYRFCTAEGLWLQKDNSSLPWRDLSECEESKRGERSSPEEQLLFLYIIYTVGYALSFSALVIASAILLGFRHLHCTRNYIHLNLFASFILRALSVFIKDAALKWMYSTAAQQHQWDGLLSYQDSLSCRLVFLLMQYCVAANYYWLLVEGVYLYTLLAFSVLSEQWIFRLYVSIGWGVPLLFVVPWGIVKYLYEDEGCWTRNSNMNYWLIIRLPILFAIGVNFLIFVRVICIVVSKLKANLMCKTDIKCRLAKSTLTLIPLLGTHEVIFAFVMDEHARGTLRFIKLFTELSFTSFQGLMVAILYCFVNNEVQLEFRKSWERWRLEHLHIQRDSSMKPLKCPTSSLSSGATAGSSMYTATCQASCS
# aSyn rescue: rescues yeast growth from alpha-synuclein toxicity | Potency, µM (series often up to 46.1 µM), inactives show at the highest dose growth rescue (activation), actives largely listed as activators | Yeast expressing alpha-synuclein, growth rescue, BacTiter-Glo, 24 h | actives 0.14% (n = 370,000); note: potency is the fitted concentration of half-maximal effect; % of control where 0% means no effect; nearly all actives have a fitted effect of over 65% in size
#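 Screening used galactose-induced yeast with toxic alpha-synuclein levels, exposed to compound for 24 hr at 30 deg C. Cell growth, read with BacTiter-Glo luminescence, gave the measured signal.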
# D3 antag: blocks the human D3 dopamine receptor | P35462 | D3R cells, DiscoveRx beta-arrestin luminescence, antagonist mode; active compounds read low | max response, negative = inhibition, % | actives 2.5% (n = 360,000); in the data active = max response below about -50%; inconclusive = no clear call, values can overlap the other calls; note: % is set by controls: 0 for no effect and ±100 for the full control effect; mostly tested at two doses, the higher about 12 µM
# Target sequence (P35462 whole entry, looked up): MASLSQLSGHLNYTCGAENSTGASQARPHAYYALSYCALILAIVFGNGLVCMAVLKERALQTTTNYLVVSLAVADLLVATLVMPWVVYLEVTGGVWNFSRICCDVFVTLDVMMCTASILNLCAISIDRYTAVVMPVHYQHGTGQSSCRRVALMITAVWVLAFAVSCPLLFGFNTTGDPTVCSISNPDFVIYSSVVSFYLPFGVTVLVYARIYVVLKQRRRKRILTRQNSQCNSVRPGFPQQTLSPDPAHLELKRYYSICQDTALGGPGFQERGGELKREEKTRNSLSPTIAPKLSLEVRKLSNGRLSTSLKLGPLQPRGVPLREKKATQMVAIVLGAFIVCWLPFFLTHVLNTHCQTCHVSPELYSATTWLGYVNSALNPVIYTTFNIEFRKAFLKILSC
#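 Cells expressing the human receptor were seeded at 1500 cells/well, incubated overnight at 37 degrees C in 5% CO2, then exposed to library compounds with dopamine controls for 90 minutes at 37 degrees C before luminescent detection.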
# DRD3 agonist: D3 dopamine receptor (human) agonism. AID 652048. P35462. actives 0.58% (n = 410,000). max activation, %. D3R DiscoveRx beta-arrestin cells, luminescence, 90 min; in the data active = max activation above about 30%; note: 0% is about no effect; mostly tested at two doses, the higher about 12 µM
#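 Agonist mode: compounds and dopamine controls were applied to plated cells for 90 min at 37 degrees C after an overnight attachment at 1500 cells/well. Luminescent read-out followed 30 - 60 minutes at room temperature with DiscoveRx detection reagent.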
# HEK293 tox: cytotoxicity counter-screen for GLP-1 receptor inverse agonists; AID 624418; actives 0.13% (n = 410,000); Potency, µM (highest dose often 38.3 µM), for inactives: at the top dose activity change, negative = inhibition, most hits filed as inhibitors; HEK293 cAMP-luciferase reporter cells, luminescence, 24 h;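 note: loss of luciferase light is scored as toxicity; potency is the fitted concentration of half-maximal effect; % is set by controls: 0 for no effect and ±100 for the full control effect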
#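 MLSMR compounds, 24 hr on cells at 37 deg C/5% CO2; luminescence after luciferase reagent (12 min RT). Inhibition counted as the undesired cytotoxic outcome.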
# GLP1R inv ag: acts as inverse agonist at human GLP-1 receptor | actives 1.6% (n = 410,000) | Potency, µM (series often up to 38.3 µM), without a hit: top-dose activity change, negative = inhibition, hits mostly inhibitors | P43220 | AID 624417 | HEK293 GLP-1R CRE-luciferase, luminescence, 24 h; GLP-1R form is constitutively active; note: potency is the fitted concentration of half-maximal effect; % is set by controls: 0 for no effect and ±100 for the full control effect; nearly all actives have a fitted effect of over 55% in size
#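 Assay principle: reduced luminescence from a cAMP-responsive reporter in HEK293 cells co-expressing a constitutively active GLP-1R. Conditions: 24 hr compound incubation, 37 deg C, 5% CO2.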
# PTHR1 ag: activates the human parathyroid hormone receptor PTHR1. Q03431. HEK293 GP2 PTHR1 cells, GloSensor cAMP luminescence, 1 h. Potency, µM (series often up to 115 µM), without a hit: at the top dose activation, usual class: activators. actives 0.075% (n = 410,000). AID 743266; note: potency is the fitted concentration of half-maximal effect; nearly all actives have a fitted effect of over 55% in size; some results filed as inactive show a strong effect at the top dose; inactives centre near -15; many of its hits are not listed in these tables
#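 HEK-293-derived GP2 cells expressing PTHR1 and a GloSensor cAMP reporter, 3,000/well, plated overnight, given luciferin plus IBMX (each 0.5 mM as added) for 1 h at 37 °C, then compound for 1 h at 37 °C. Luminescence was read after 15 min at room temperature.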
# KB-V1 MDR tox: KB-V1 MDR subline cytotoxicity. actives 3.4% (n = 400,000). Potency, µM (titrated, usually from 46.1 µM), without a hit: top-dose activity change, negative = cytotoxicity, usual class: cytotoxic. AID 1347076. KB-V1 MDR cells viability, CellTiter-Glo, 72 h; note: potency is the fitted concentration of half-maximal effect; % is set by controls: 0 for no effect and ±100 for the full control effect; nearly all actives have a fitted effect of over 60% in size
#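 Following 72 h at 37 degrees C with compound, KB-V1 cell viability was read by CellTiter-Glo luminescence, medium being phenol-red-free DMEM plus 10% FBS; concentration-response parameters came from normalized, curve-fitted qHTS data.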
# TDP-43 yeast inh: inhibitors of TDP-43 toxicity in yeast; AID 652104; Potency, µM (doses to about 46.1 µM), inactives show top-dose growth rescue (activation), usual class: activators; TDP-43 expressing yeast growth rescue, BacTiter-Glo, 24 h; actives 1.8% (n = 410,000); note: potency is the fitted concentration of half-maximal effect; % of control where 0% means no effect; nearly all actives have a fitted effect of over 50% in size
#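 Luminescence from BacTiter-Glo reports growth of TDP-43-expressing yeast after 24 hr at 30 deg C with compound. Cells were raffinose-pregrown to mid-log, then seeded in galactose medium at OD600=0.02.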
# * marks the source's active call; other numbers are inactive results; i = inactive; ? = inconclusive; nt = not tested or not shown; [ ] = another dose, or the depositor's remark. Unless noted, calls come from the whole dose curve; as a rule, active = well fitted curve in the direction sought with a large enough effect; inconclusive = small, poorly fitted or top-dose-only effect, or another doubt; inactive = no such curve, though single readings can be large; an effect the other way counts as inactive or inconclusive.
SMILES,GLP-1R agonist,aSyn rescue,D3 antag,DRD3 agonist,HEK293 tox,GLP1R inv ag,PTHR1 ag,KB-V1 MDR tox,TDP-43 yeast inh
CCc1nc2ccc(C(=O)N3CCN(S(=O)(=O)CC)CC3)cn2c1N(C)CCC(C)C,8%,-5%,0,-5,3%,10%,i,-1%,17%
COc1ccc(S(=O)(=O)NCC(c2ccc3c(c2)OCO3)N2CCOCC2)cc1 (stereo not drawn),-2%,-14%,-11,-11,13%,7%,i,0%,-20%
COc1cccc(CCNC(=O)CC2C(=O)NCCN2Cc2ccc(C)o2)c1 (stereo not drawn),-1%,-3%,5,-4,-5%,10%,i,?,1%
c1ccc(N2CCN(c3cccc(-c4cc5ccccc5s4)n3)CC2)nc1,8%,-7%,-8,-3,3%,2%,i,2%,20%
Cc1ccc(-n2ncc3c(NCc4ccccc4)ncnc32)cc1C,nt,nt,nt,4,-27%,-25%,-23%,?,?
O=C(NCCCn1ccnc1)c1cccc(S(=O)(=O)Nc2ccc(F)cc2)c1,-21%,-2%,24,-5,-2%,-24%,-3%,12%,-8%
O=C(Nc1cc(S(=O)(=O)N2CCOCC2)ccc1N1CCCCC1)c1ccccc1,1%,9%,-1,1,-16%,-8%,-7%,5.2µM*,0%
O=C(Nc1ccc2nc(SCC(=O)N3CCCC3)sc2c1)c1ccc(F)cc1,nt,nt,nt,12,-9%,11%,i,nt,10%
Cc1c(C(=O)N2CCC(c3nc4ccccc4s3)CC2)oc2ccc(Cl)cc12,nt,nt,nt,-5,3%,-30%,-7%,2%,2%
CCOC(=O)c1c(NC(=O)CN2CCCCC2)sc(C)c1C,4%,4%,-12,6,-14%,3%,i,-13%,17%
CC(/C=C/c1ccco1)=N/NC(=O)Cc1cccs1,0%,4%,?,0,-12%,161%[activator],i,10%,5%
O=C(O)CCc1ccc(-c2ccc(F)cc2)n1CC(=O)O,-12%,2%,2,6,-6%,-5%,i,-4%,-7%
O=C(NCc1ccccc1Cl)c1ccc2c(=O)n(CCCN3CCCC3=O)c(=S)[nH]c2c1,-6%,-5%,?,-3,10%,0%,-16%,-2%,13%
COc1ccc(C(=O)c2ccc(N3CCN(C(=O)c4ccc(F)cc4)CC3)c(F)c2)cc1Br,3%,0%,11,8,4%,?,-27%[57.5 µM],-22%,-1%
Cn1c(SCc2ccccn2)nnc1-c1ccccc1,10%,-3%,-3,6,6%,43%[activator],i,?,-7%[0.397 µM]
O=C(Nc1nc(N2C(=O)c3ccccc3C2=O)n(-c2ccccc2)n1)c1ccc(F)cc1,-1%,-6%,-55*,12,11%,6%,i,13%,14%
CCOC(=O)Cn1cc(/C=C(\C#N)C(=O)N2CCOCC2)c2ccccc21,10%,4%,-2,-1,-15%,44%[activator],i,15%,23%
Cc1cccc(C(=O)NNC(=O)c2cc3cc4ccccc4nc3s2)c1,-41%[inhibitor],-1%,-17,2,-3%,?,-57%[inhibitor],-7%,-4%
CSC(=NS(=O)(=O)c1ccc(N)cc1)NS(=O)(=O)c1cccs1,-2%,-17%,-12,-8,0%,9%,-21%,4%,-12%
O=C(c1ccccc1)N1CCN(CC#CC2(O)CCCCC2)CC1,-1%,-1%,?,-18,-1%,23%,-20%,-27%,-8%
Cc1ccc(C(NC(=O)CN2C(=O)NC3(CCCC3)C2=O)c2ccccc2)cc1 (stereo not drawn),0%,0%,3,0,0%,?,i,13%,20%
Cc1ccc(CNC(=O)CSc2ccc(-c3cccs3)nn2)cc1,-6%,-6%,0,-9,3%,-5%,-34%[inhibitor],3%,14%
CC(=O)c1c(C)nc2ccc([N+](=O)[O-])cc2c1-c1ccccc1,13%,-1%,13,5,1%,?,-16%,0%,6%
C=C(NC(=O)C(=C)NC(=O)c1csc(C2=NC3c4csc(n4)C4NC(=O)c5csc(n5)C(C(C)(O)C(C)O)NC(=O)C5CSC(=N5)/C(=C/C)NC(=O)C(C(C)O)NC(=O)c5csc(n5)C3(CC2)NC(=O)C(C)NC(=O)C(=C)NC(=O)C(=C)NC(=O)C(C(C)C)NC2C=Cc3c(C(C)O)cc(nc3C2O)C(=O)OC4C)n1)C(N)=O (stereo not drawn),-1%,-2%,11,-6,?,-21%,i,?,12%
C/C(=N/NS(=O)(=O)c1ccc(Cl)cc1)c1cccc(NC(=O)c2ccncc2)c1,1%,-9%,-24,-8,17%,-5%,i,-10%,-11%
Cc1nc(N2CCN(C)CC2)c2c3c(sc2n1)CCCC3,3%,1%,?,-17,-6%,-17%,-24%,-14%,-5%
O=c1[nH]c(=S)[nH]c2c1[C@H](C1CC1)O[C@H](CCc1ccccc1)C2,5%,3%,-84*,-13,2%,?,-3%,-7%,28%
CCOC(=O)c1ccc2nc(NC(=O)c3cccs3)sc2c1,-12%,-7%,?,-2,-23%,?,-15%[57.5 µM],0%,0%
COc1ccc2c(c1)c1nnc(SC)nc1n2C,0%,3.5µM*,19,1,-14%,40%[activator],-1%[57.5 µM],?,2.8µM*
N/C(=N\OC(=O)c1cc(Cl)ccc1Cl)c1cccnc1,-6%,-1%,9,1,-2%,0%,-6%,-5%,11%
COc1ccc(NS(=O)(=O)c2cc(N)ccc2N2CCCCC2)cc1,13%,-2%[1.84 µM],-8,1,1%,-24%,-16%,-19%,-2%
Nc1ccc(C(=O)NC23CC4CC(CC(C4)C2)C3)cc1,12%,2%,-9,1,6%,-43%,25%,-8%,10%
CC(=O)c1ccc(S(=O)(=O)NCc2ccc(C(=O)N(C)CC(=O)Nc3cccc(F)c3)cc2)cc1,12%,-4%,1,0,-1%,-19%,-10%,0%,-11%
Cc1c(C(=O)O)oc2c3c(ccc12)OCCO3,0%,9%,49,7,5%,0%,i,3%,-2%
Cc1ccc(Nc2c(O)nc[nH]c2=O)cc1C,6%,0%,3,17,-12%,2%,i,18%,-5%
O=[N+]([O-])c1ccc2c(c1Nc1ccccc1)=NC1(CCCCC1)N=2,-2%,8%,?,-11,2%,32%[activator],i,?,-3%
Cc1ccc(C(NC(=O)C(C)C)c2cc([N+](=O)[O-])c3cccnc3c2O)cc1 (stereo not drawn),3%,16%,?,-16,?,?,-10%,?,13%
Oc1ccccc1C=NCCN=Cc1ccccc1O,2%,-8%,-2,-5,23%,2%,i,2%,-10%
O=C(C1CCCO1)N1CCN(C(=S)Nc2ccccc2Cl)CC1 (stereo not drawn),-5%,1%,-1,14,-9%,24%,?,-19%,5%
O=C(CSc1ccc2nnc(-c3cccnc3)n2n1)Nc1ccc(F)cc1,3%,2%,6,4,5%,16%,i,-10%,1%
O=c1[nH]c2cc3c(cc2cc1CN(Cc1nnnn1CC1CCCO1)C1CCCC1)OCO3 (stereo not drawn),13%,1%,6,-2,9%,0%,-22%,?,-11%
O=C1OCCN1C(=O)[C@H]1[C@H](c2ccc(F)cc2)C(c2ccccc2)=NN1c1ccc(Br)cc1,-3%,?,15,10,68%[activator],?,19%,0%,28%
Cc1noc(C)c1COc1cccc(C(=O)NCCc2c[nH]c3ccccc23)c1,10%,18%,-8,-2,-25%,?,i,?,2%
OCC1OC(n2nc3ccccc3n2)C(O)C(O)C1O (stereo not drawn),-2%,-2%,-12,-4,13%,5%,-6%[57.5 µM],12%,-30%
O=C(O)Cn1cc2c(n1)CCCCC2,1%,-3%,-8,-6,57%,3%,i,20%,-9%
COc1ccc(N2CN=C3SCC(=O)N3C2)cc1,1%,3%,1,2,-2%,51%[activator],i,6%,13%
Cc1ccc(S(=O)(=O)ON2C(=O)c3cccc4cccc(c34)C2=O)cc1,-5%,2%,-14,-2,12%,11%,-13%,-17%,-18%
Cc1cc(C)cc(-n2ncc3c2CCCC3NC(=O)CCN2Cc3ccccc3C2=O)c1 (stereo not drawn),-1%,1%,-16,-2,8%,?,i,-30%,23%

# Full records, looked up by structure. Order of values: GLP-1R agonist	aSyn rescue	D3 antag	DRD3 agonist	HEK293 tox	GLP1R inv ag	PTHR1 ag	KB-V1 MDR tox	TDP-43 yeast inh
# Results for CC(=O)c1c(C)nc2ccc([N+](=O)[O-])cc2c1-c1ccccc1 → 13%	-1%	13	5	1%	?	-16%	0%	6%
# Results for C=C(NC(=O)C(=C)NC(=O)c1csc(C2=NC3c4csc(n4)C4NC(=O)c5csc(n5)C(C(C)(O)C(C)O)NC(=O)C5CSC(=N5)/C(=C/C)NC(=O)C(C(C)O)NC(=O)c5csc(n5)C3(CC2)NC(=O)C(C)NC(=O)C(=C)NC(=O)C(=C)NC(=O)C(C(C)C)NC2C=Cc3c(C(C)O)cc(nc3C2O)C(=O)OC4C)n1)C(N)=O (stereo not drawn) → -1%	-2%	11	-6	?	-21%	i	?	12%

# Next section:
SMILES,GLP-1R agonist,aSyn rescue,D3 antag,DRD3 agonist,HEK293 tox,GLP1R inv ag,PTHR1 ag,KB-V1 MDR tox,TDP-43 yeast inh
Cc1cc(C)n2nc(SCc3cc(=O)oc4ccc5ccccc5c34)nc2n1,1%,-1%,-4,0,-9%,9%,-2%,-21%,-14%
Cc1c(Cl)cccc1NC(=O)c1cc(-c2ccccc2O)n[nH]1,-33%[inhibitor],1%,-3,-2,-21%,?,-23%[57.5 µM],-3%,8%
O=C(CN1CCN(Cc2ccccc2)CC1)Nc1cccc(Cl)c1,1%,0%,-28,-14,5%,?,0%,?,1%
COc1ccc(-c2cc(CNc3nc4cc(-c5ccccc5C)sc4c(=O)n3C)on2)cc1,3%,22%,-8,-1,2%,30%,-20%,8%,17%
C[C@H](O)[C@@H]1CN2CCc3c([nH]c4ccccc34)[C@@H]2C[C@@H]1N(C)C(=S)NCCc1ccccc1,-1%,-6%,-2,7,3%,?,-3%,?,17%
Cc1ccc(NC(=S)N(CCN(C)C)C(C)c2ccco2)c(C)c1 (stereo not drawn),-1%,-2%,-5,-4,-21%,?,-17%,?,-6%
CCOC(=O)c1sc(=NC(=O)c2ccco2)n(C)c1C,3%,5%,-3,-3,9%,2%,-3%,-22%,15%

# These rows are one share of the data (hit frequency here may not be typical).
